SUMO1-SIM PPI = modulators of SUMO1 protein-protein interactions, primary screen, biochemical, uHTS; Small ubiquitin-related modifier 1 (Homo sapiens), P63165; SUMO1 binding to a labelled peptide, TR-FRET, 1 h; inhibition, % at 20 µM; hit rate 0.33% among 360,000; in the data active means inhibition above about 37%
Target sequence (P63165 whole entry, looked up): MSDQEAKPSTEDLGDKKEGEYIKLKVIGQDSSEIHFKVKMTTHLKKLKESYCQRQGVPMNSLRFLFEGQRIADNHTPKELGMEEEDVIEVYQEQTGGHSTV
STEP inh = STEP phosphatase inhibitors, primary screen, biochemical, fluorescence intensity, uHTS. recombinant STEP, OMFP fluorogenic substrate. inhibition, % at 20 µM. hit rate 0.25% among 360,000. AID 588621, 2011;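 active means inhibition at 20 µM, scaled per plate between control wells, above about 37%, limit read from the data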;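 further: 0% = DMSO with enzyme and substrate and 100% = substrate only without enzyme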
Target sequence (P54829 whole entry, looked up): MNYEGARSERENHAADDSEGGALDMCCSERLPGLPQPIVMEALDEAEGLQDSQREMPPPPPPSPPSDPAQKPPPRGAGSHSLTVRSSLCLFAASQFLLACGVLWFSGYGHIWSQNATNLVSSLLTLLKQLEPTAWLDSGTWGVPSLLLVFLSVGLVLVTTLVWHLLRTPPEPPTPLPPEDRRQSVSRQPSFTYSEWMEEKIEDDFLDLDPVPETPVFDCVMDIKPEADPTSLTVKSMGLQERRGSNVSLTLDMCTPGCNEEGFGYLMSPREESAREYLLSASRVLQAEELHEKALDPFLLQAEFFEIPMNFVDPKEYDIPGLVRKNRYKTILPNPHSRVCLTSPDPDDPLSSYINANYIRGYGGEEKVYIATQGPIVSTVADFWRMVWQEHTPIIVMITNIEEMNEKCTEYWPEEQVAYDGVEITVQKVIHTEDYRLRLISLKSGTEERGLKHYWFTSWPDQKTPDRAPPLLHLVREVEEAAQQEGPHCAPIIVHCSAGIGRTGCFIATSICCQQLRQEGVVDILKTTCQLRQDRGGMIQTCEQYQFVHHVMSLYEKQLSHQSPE
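Test system: STEP tyrosine phosphatase / Reagent: OMFP at 25 µM / Doses: 20 µM, 1% DMSO / Read-out: percent inhibition scaled to no-enzyme and uninhibited-enzyme controls, plate-pattern corrected / Detection: FITC-channel fluorescence of OMFP product / Medium: Bis-Tris buffer pH 6.0, 2.5 mM DTT, 0.005% Tween 20 / Schedule: 20 min at room temperature, dark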
LMPTP inh = LMPTP phosphatase inhibitors, primary screen, biochemical, fluorescence intensity, uHTS; recombinant LMPTP-A, OMFP fluorogenic substrate; hit rate 0.22% among 360,000; AID 651560, 2012; inhibition, % at 20 µM;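 active means compounds that cut the enzyme signal by at least half of the control window in the single-dose screen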;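 further: plate controls were DMSO wells with enzyme plus substrate for no effect and substrate without enzyme for full effect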
Target sequence (P24666 whole entry, looked up): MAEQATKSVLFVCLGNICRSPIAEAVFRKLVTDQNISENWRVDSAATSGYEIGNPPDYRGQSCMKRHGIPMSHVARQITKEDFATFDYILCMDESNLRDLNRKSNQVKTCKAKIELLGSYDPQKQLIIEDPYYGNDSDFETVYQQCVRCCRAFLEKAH
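Material: LMPTP-A; amount: 0.625 nM enzyme; doses: single 20 µM dose; times: reaction 50 min, room temperature, dark; technique: fluorescence intensity of OMFP turnover product; benchmarks: no-enzyme and uninhibited controls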
DNMT1 inh = human DNMT1 methyltransferase inhibitors, primary screen, biochemical, molecular beacon, fluorescence, HinP1I cleavage, uHTS; DNA (cytosine-5)-methyltransferase 1 (Homo sapiens), P26358; inhibition (reported as % activation of signal), % at 10 µM; hit rate 0.83% among 360,000; AID 588458, 2011; in the data active means inhibition above about 50%
Rpn11 block = Rpn11 (PSMD14) deubiquitinase inhibitors, primary screen, biochemical, fluorescence polarization, uHTS | 26S proteasome non-ATPase regulatory subunit 14 (Homo sapiens), O00487 | human 26S proteasome, Ub4-pepOG fluorescence polarization; 20S core pre-blocked with epoxomicin | calls only at 20 µM | hit rate 0.59% among 360,000 | AID 588493, 2011;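 active means inhibition at 20 µM, scaled to each plate's controls, above about 33%, limit read from the data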
NadD inh = inhibitors of S. aureus NadD, primary screen, biochemical, colorimetric, uHTS; Nicotinate-nucleotide adenylyltransferase NadD (Staphylococcus aureus N315); purified NadD enzyme, colorimetric absorbance read-out; inhibition, % at 20 µM; hit rate 0.78% among 360,000; AID 602399, 2012; in the data active means inhibition above about 26%; further: some compounds past the cut are filed as inactive
MsrA inhibitor = bovine MsrA enzyme inhibitors, primary screen, biochemical, absorbance, HTS; purified bovine MsrA, absorbance read-out; inhibition, % at 15.5 µM; hit rate 0.75% among 360,000; AID 651718, 2012; in the data active means inhibition above about 4.5%;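 further: 0% = vehicle wells with enzyme and 100% = reference inhibitor wells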
Scp-1 inhibitor = Scp-1 phosphatase inhibitors, primary screen, biochemical, colorimetric, uHTS; Carboxy-terminal domain RNA polymerase II polypeptide A small phosphatase 1 (Homo …; Recombinant Scp1, phosphopeptide, malachite green phosphate absorbance; inhibition, % at 20 µM; hit rate 0.88% among 340,000; AID 493091, 2011;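 active means inhibition above about 50% at 20 µM, limit read from the data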;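 further: plate controls were DMSO wells with enzyme for no effect and wells lacking enzyme for full effect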
Target sequence (Q9GZU7 76-261 limits assumed): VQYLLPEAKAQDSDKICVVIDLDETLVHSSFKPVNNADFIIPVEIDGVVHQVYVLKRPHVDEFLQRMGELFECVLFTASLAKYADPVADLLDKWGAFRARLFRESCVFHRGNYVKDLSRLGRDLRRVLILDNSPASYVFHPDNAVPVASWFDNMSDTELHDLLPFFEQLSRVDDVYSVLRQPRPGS
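assay system = SCP-1 phosphatase catalytic domain, residues 76-261 | buffer or medium = 50 mM Tris acetate pH 5.5, 0.005% Tween-20, 10 mM MgCl2 | incubation = enzyme reaction 45 min at room temperature, colour 5 min, stabilisation 30 min | signal = Phosphate-binding colour reagent, absorbance read at 630 nm | measure = % inhibition at 20 µM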
TbMetRS inhib = T. brucei MetRS inhibitors, primary screen, biochemical, luminescence; methionyl-tRNA synthetase (Trypanosoma brucei brucei); purified T. brucei MetRS, ATP depletion, Kinase-Glo luminescence; inhibition, % at 11.9 µM; hit rate 0.4% among 360,000;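 active means inhibition above a per-plate cutoff of the control wells' mean inhibition plus 3 SD, cut at about 5.5% in these data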;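 further: 0% = DMSO wells median and 100% = median of wells with control inhibitor compound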
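Assay system: T. brucei methionyl-tRNA synthetase, purified | Medium: HEPES buffer with MgCl2, KCl, DTT, spermine, BSA, pyrophosphatase | Compound: 11.9 µM single point | Incubation: 15 min enzyme-compound preincubation, 2 h reaction, 10 min detection, 25 °C | Measured by: Kinase-Glo luciferase luminescence reporting remaining unconsumed ATP | Measure: % inhibition normalized to control-well medians | Replication: Singlicate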
CSN inh = inhibitors of CSN-mediated cullin deneddylation, primary screen, biochemical, fluorescence polarization, uHTS; Purified CSN, SCF-Nedd8-OG deneddylation; inhibition, % at 12.5 µM; hit rate 0.38% among 360,000;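 active means pattern-corrected inhibition above about 35%, with an unprinted fluorescence ratio check between 0.5 and 1.5, limit read from the data, passing the limit was not always enough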;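 further: 0% = enzyme with substrate and 100% = substrate without enzyme; some results filed as inactive read as strong as hits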
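Test system: Human Csn5 produced in HEK293T cells | Compound: 12.5 µM single point | Times: 90 min, room temperature | Signal: Fluorescence polarization readout | Read-out basis: % inhibition of substrate cleavage by Csn5 | Controls: no-enzyme wells high, enzyme-with-substrate wells low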
An asterisk follows results filed as active; i = inactive; . = not tested or not shown.

SMILES	SUMO1-SIM PPI	STEP inh	LMPTP inh	DNMT1 inh	Rpn11 block	NadD inh	MsrA inhibitor	Scp-1 inhibitor	TbMetRS inhib	CSN inh
O=[N+]([O-])c1cc(Br)c(O)c(/C=N/Nc2nnnn2-c2cccc3ccccc23)c1	1	0	0.3	-17	i	15	2.9	-14	0.2	0
O=C(NCc1ccco1)c1cccc2c1C(=O)c1ccc(/C=C/c3ccccc3)cc1S2(=O)=O	-10	-2	4.6	13	i	48*	2.8	75*	-0.1	55*
C/C(Cn1cnc([N+](=O)[O-])n1)=N\NC(=O)c1ccccc1	-6	-5	-3.2	1	i	1	0.4	-7	0.3	0
NC(=O)CC(NC(=O)c1ccccc1)c1ccc(NC2CCC2)c([N+](=O)[O-])c1 (configuration not stated)	-49	1	2.5	-11	i	-2	0.8	-8	-0.1	8
Cc1[nH]nc2ncc(C(=O)c3cc(F)ccc3O)cc12	-2	-2	-6.6	-1	i	1	2.2	-10	-0.5	-4
Cc1ccccc1NC(=O)c1cccc(S(=O)(=O)N2CCCCC2)c1	7	0	0.0	3	i	-5	-0.8	-5	-0.6	-2
CCCN(CCC)C(=O)CC(c1ccccc1)c1ccc(C)cc1O (configuration not stated)	0	1	0.9	-2	i	-6	-0.6	-6	-0.6	2
Cc1cc(C(=O)O)ccc1-n1c(C)cc(/C=C2\SC(=O)NC2=O)c1C	3	3	-5.5	4	i	-5	5.7*	-6	0.2	1
Cc1ccc(C(O)Cn2nc(C)cc2C)cc1 (configuration not stated)	-2	-2	-0.2	-1	i	0	3.0	0	-0.1	-2
O=C(CN1CCC(C(=O)O)CC1)Nc1ccccc1Oc1ccccc1	-3	-1	-1.3	2	i	-2	0.3	1	-0.7	0
CCOc1ccccc1OCC(=O)OCC(=O)Nc1ncc(Cl)cc1Cl	1	1	-2.4	-2	i	2	0.7	-13	-0.3	-1
CCOC(=O)c1ccc(N2C(=O)Cc3ccccc3C2=O)cc1	-4	8	0.8	-19	i	4	-0.5	-8	-0.2	5

As entered above.
NadD inh result of `C/C(Cn1cnc([N+](=O)[O-])n1)=N\NC(=O)c1ccccc1` stands at 1
Scp-1 inhibitor result of `CCOc1ccccc1OCC(=O)OCC(=O)Nc1ncc(Cl)cc1Cl` stands at -13

(further entries)
SMILES	SUMO1-SIM PPI	STEP inh	LMPTP inh	DNMT1 inh	Rpn11 block	NadD inh	MsrA inhibitor	Scp-1 inhibitor	TbMetRS inhib	CSN inh
c1ccc(Cn2nnc3c(N4CCC5(CC4)OCCO5)ncnc32)cc1	0	-4	-0.3	-3	i	-1	1.9	0	-1.0	1
COc1ccccc1N(CC(=O)NCCSCc1ccc(C)cc1)S(=O)(=O)c1ccccc1	4	-2	6.4	-2	i	0	0.2	-5	-0.5	9
O=C(CSc1cccc(C(F)(F)F)c1)Nc1ccc(N2CCOCC2)cc1	-1	2	0.9	-3	i	7	0.0	0	-0.3	-6
CCOC(=O)CC(=O)CSc1nc(-c2ccccc2)cc(-c2ccccc2)c1C#N	5	3	2.3	5	i	0	-0.2	-13	-0.5	2
O=C(CCC1CCCCC1)NNC(=O)NC12CC3CC(CC(C3)C1)C2	0	-3	-1.8	3	i	-11	-1.0	-4	-0.7	-1
Cc1ccc(C(=O)C=CNNC(=O)c2ccccc2)cc1	-15	2	0.4	-6	i	-8	1.8	-4	-0.6	0
O=C(CNC(=O)c1cccs1)NCC(=O)OCc1ccccc1Br	2	-4	-1.8	-1	i	-6	1.3	0	-0.1	3
O=C(NCCN1C(=O)S/C(=C\c2ccc(Cl)c(Cl)c2)C1=O)c1cnccn1	0	0	-0.8	-1	i	15	0.2	-5	0.4	-5
O=C(NC1CCCCC1)C1CCN(C(=O)NCc2ccccc2)CC1	0	-2	-1.5	-1	i	-9	-0.1	-4	-1.2	-3
COc1cccc(CNC(=O)CCCCCNC(=O)N2CCn3c2nc2ccccc23)c1	5	0	-0.9	-2	i	0	0.1	-8	0.5	4
Cn1nccc1NC(=O)c1nccnc1C(=O)O	1	-1	-0.8	1	i	-3	0.2	-7	-0.5	-1
CC(C)(C)C(=O)COC(=O)c1ccc(O)cc1	0	0	-0.3	3	i	-7	-1.2	-7	-0.4	0
CC(C)(C)OC(=O)CNC(=O)c1nc[nH]c1C(=O)NCc1ccccc1	2	-4	-0.1	10	i	6	1.3	0	-0.7	3
Cc1nc2ccc(NC(=O)Cc3cccc(F)c3)cc2s1	-2	0	-0.6	0	i	2	-0.7	-2	-0.7	-6
CCN(CC)CCSc1nnc2c3ccccc3n(CCc3ccccc3)c2n1	-20	2	1.0	3	i	-7	2.0	-11	-1.0	1
CC(=O)Nc1ccc(C(=O)OCC(=O)N(Cc2ccccc2)C(C)(C)C)cc1	-2	1	0.4	-7	i	3	0.5	-11	-0.8	-2
Cc1ccc(NC(=O)NCc2c(C)nn(C)c2C)cc1Cl	-3	-1	-1.9	2	i	-4	-0.4	-1	-1.0	-3
O=C(NN=Cc1ccc([N+](=O)[O-])cc1)c1ccncc1	-33	-2	-0.9	1	i	3	4.4	-5	-0.3	0
O=C(CSc1nnc(COc2ccc(F)cc2)o1)N1CCCCC1	0	1	1.1	1	i	-4	0.4	-5	-1.3	3
COc1ccccc1-n1cnnc1SCC(=O)NC1CCCC1	-2	-1	1.0	1	i	-3	-0.1	-10	-0.7	-1
NNC(=O)c1sc(-c2ccccc2)cc1N	-15	-2	-1.9	-5	i	1	2.5	4	-1.3	3
Cc1cccc(NC(=O)C[n+]2ccccc2)c1	-23	-6	-1.6	-11	i	-3	-1.2	-14	0.0	8
CCN(CC)CCN(C(=O)c1ccc(C(=O)c2ccccc2)cc1)c1nc2ccc(OC)cc2s1	-1	3	-2.3	-1	i	-3	1.5	5	-0.3	0
C[C@H]1CCC[C@@]2(O[C@H](CCO)C[C@@H](O)[C@@H]2O)O1	4	-2	-2.1	1	i	1	-0.1	4	-0.8	2
CCn1c(SC(C)C)nnc1-c1cc(-c2ccccc2)sc1N	-5	1	2.2	0	i	12	1.3	4	-0.4	2
O=C(c1ccc(=O)[nH]c1)N1CCN(S(=O)(=O)c2ccccc2)CC1	1	0	-2.1	3	i	0	1.6	-5	-0.3	2
CCCCOC(=O)Nc1ccc(C(N)=O)cc1	-3	-2	-1.2	0	i	-1	-0.1	0	0.0	-4
COC(=O)c1sc(-c2ccccc2)cc1NC(=O)c1ccc(OC)cc1	-3	-2	0.6	14	i	1	1.2	-7	0.0	-2
CCOC(=O)C1(C)CCCCN1C(=O)c1ccc(F)c(C)c1 (configuration not stated)	-5	-1	-1.5	-3	i	-3	-0.8	.	-0.2	8
CC(C)CC(c1nc2ccccc2[nH]1)n1c(-c2ccccc2Br)nc2ccccc21 (configuration not stated)	-2	-4	0.6	1	i	-1	-0.6	.	-0.2	1
O=C(CSc1nc(-c2ccc(F)cc2)cc(C(F)(F)F)n1)NCCN1CCOCC1	4	1	0.4	1	i	-1	0.0	-5	-0.9	1
O=C(Nc1ccc(Cl)cn1)Nc1cccs1	-4	-2	-2.0	1	i	-8	-0.3	27	-0.9	1
CC[C@@H]1C=C(C(=O)O)[C@H](c2cccc(C)c2)N1S(=O)(=O)c1ccc(C)cc1	3	-3	-0.3	4	i	-2	1.6	4	-0.9	0
CCc1nnc(N/N=C/c2ccc(O)c(OC)c2)n1N	-3	-2	0.3	-3	i	1	0.3	-8	0.0	-2
COc1ccc(CCNC(=O)C(NS(=O)(=O)c2cccc3nsnc23)C(C)C)cc1OC (configuration not stated)	-34	0	-0.4	1	i	1	0.3	-5	0.1	-1
COc1ccc(C(C(=O)NC2CCCCC2)N(Cc2ccco2)C(=O)CNC(=O)c2ccco2)cc1 (configuration not stated)	2	-4	0.4	-6	i	4	1.1	0	-0.1	-1
CC1(C)CCC(=O)N2CC[C@H]3C[C@H](OC(=O)Nc4ccccc4)C[C@@H]1[C@H]32	-1	0	0.4	2	i	-5	0.7	-4	0.0	-2
O=C1COc2ccc(C(=O)c3ccccc3C(=O)NCc3ccccc3)cc2N1	2	2	-1.2	-2	i	-6	-0.3	-6	-0.5	6
COC(=O)c1nn(-c2ccccc2)c(Sc2ccc(Br)cc2)c1/C=N/O	-2	2	1.1	-3	i	-5	0.0	-12	-0.5	-2
CC(C)c1nn(-c2cc(C(F)(F)F)ccn2)c(=O)o1	0	2	-2.9	1	i	-1	-0.5	1	-0.5	0
CCCOc1ccc2c(C)c(CC(=O)OC)c(=O)oc2c1	-1	-3	0.2	-1	i	-1	1.4	-8	-0.9	-1
O=C(CCCc1nc(-c2ccccc2)no1)N1CCOCC1	-4	-4	-2.0	3	i	7	-1.3	-4	-0.6	-5
O=C(CSc1nc(C(F)(F)F)cc(=O)[nH]1)Nc1nccs1	1	-2	-0.4	3	i	-7	-0.3	7	-0.3	7
Cc1ccccc1-c1n[nH]c(=S)n1/N=C/c1ccc(-c2ccccc2Br)o1	-6	0	0.1	-37	i	15	0.7	-3	-0.9	0
CN1c2ccccc2C(C)(C)C12CCCC(=O)N2 (configuration not stated)	-3	3	-0.7	-2	i	7	0.1	-7	0.3	10
O=C(N/N=C/c1ccccc1OC(=O)c1ccc2c(c1)OCO2)c1cccc(F)c1	-2	1	0.5	0	i	8	1.4	-12	2.5	-3
CCN1N=C(c2cc(Cl)sc2Cl)CSC1=O	-3	0	1.6	7	i	-2	1.1	0	-0.4	-3
C[C@H](CO)N1C[C@H](C)[C@@H](CN(C)S(C)(=O)=O)OCc2cnnn2CCCC1=O	4	-1	-1.2	5	i	1	0.0	.	-0.4	5

High-throughput results as filed in PubChem BioAssay.
